Screens deposited in PubChem BioAssay by The Scripps Research Institute Molecular Screening Center.
CHRM1 antagonist: human M1 muscarinic receptor antagonists, primary screen, CHO-K1 cells, Fluo-8 calcium fluorescence, 1536-well; CHO-K1 hM1, ACh EC80 antagonist; inhibition, % at 3 µM; 360,000 compounds, 1.3% hits; AID 588852, 2011;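 active = percent inhibition above its own plate's cutoff, namely the mean of that plate's compound wells plus 3 SD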;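 also: peak over basal fluorescence ratio during 140 s after agonist addition; 0% = ACh EC80 plus DMSO and 100% = DMSO alone without agonist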
CHRM1 PAM: human M1 muscarinic receptor positive allosteric modulators, primary screen, CHO-K1 cells, Fluo-8 calcium fluorescence, 1536-well. Muscarinic acetylcholine receptor M1 (Homo sapiens), P11229. CHO-K1 hM1, ACh EC20; 0% = ACh EC20, 100% = maximal ACh. activation, % at 3 µM. 360,000 compounds, 0.088% hits; in the data active = activation above about 19%, passing the limit was not always enough
V1R ag counter: agonists of human V1a receptor, primary screen, counter-screen for OXTR agonist project, fluorescence, CHO-V1R cells. 320,000 compounds, 0.25% hits. AID 2797, 2010. activation, % at 3 µM. Fluo-8 calcium fluorescence, agonist mode; 0% DMSO, 100% 3 nM vasopressin;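 active = activation above the mean activation of all tested compounds plus 3 SD, per screening run, cut at about 20% in these data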;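 also: signal is peak over basal fluorescence ratio across a 100 second FLIPR read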
Target sequence (P37288 whole entry, looked up): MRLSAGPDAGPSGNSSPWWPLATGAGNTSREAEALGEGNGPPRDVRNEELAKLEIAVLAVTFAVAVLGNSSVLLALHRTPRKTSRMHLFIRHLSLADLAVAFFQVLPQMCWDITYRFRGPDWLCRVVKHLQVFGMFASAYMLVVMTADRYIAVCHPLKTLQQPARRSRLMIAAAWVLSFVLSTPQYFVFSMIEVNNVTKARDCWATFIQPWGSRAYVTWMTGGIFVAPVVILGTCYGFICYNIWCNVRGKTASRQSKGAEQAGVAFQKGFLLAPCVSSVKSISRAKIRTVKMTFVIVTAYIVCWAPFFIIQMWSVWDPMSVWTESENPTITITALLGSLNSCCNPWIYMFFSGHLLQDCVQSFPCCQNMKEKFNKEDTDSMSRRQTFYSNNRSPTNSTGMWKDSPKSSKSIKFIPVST
OXTR agonist: human OXTR agonists, primary screen, fluorescence, CHO-OTR cells, Fluo-8 calcium; 320,000 compounds, 0.32% hits; Fluo-8 calcium fluorescence; normalized: DMSO 0%, oxytocin 100%; AID 2435, 2010; Oxytocin receptor (Homo sapiens), P30559; activation, % at 3 µM;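 active = activation above the mean of all tested compounds plus 3 SD, cutoff set per screening run, cut at about 20% in these data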;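 also: peak over basal fluorescence ratio from a 100 s FLIPR kinetic read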
Target sequence (P30559 whole entry, looked up): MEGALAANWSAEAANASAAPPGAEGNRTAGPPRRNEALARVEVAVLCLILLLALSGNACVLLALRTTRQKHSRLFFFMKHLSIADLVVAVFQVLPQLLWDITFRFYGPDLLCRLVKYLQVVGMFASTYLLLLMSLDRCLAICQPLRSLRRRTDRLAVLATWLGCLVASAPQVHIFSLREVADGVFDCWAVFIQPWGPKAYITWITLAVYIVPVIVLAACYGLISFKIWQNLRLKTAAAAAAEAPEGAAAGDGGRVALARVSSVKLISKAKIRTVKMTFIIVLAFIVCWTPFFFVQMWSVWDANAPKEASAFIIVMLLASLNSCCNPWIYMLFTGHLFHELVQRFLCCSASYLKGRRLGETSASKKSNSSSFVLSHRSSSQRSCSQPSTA
TAAR1 antag: human TAAR1 antagonists, primary screen, Fluo-8 calcium fluorescence, CHO RD-HGA16 cells. Trace amine-associated receptor 1 (Homo sapiens), Q96RJ0. antagonist. inhibition, % at 3 µM. 360,000 compounds, 1.5% hits. AID 624466, 2012;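 active = inhibition above a per-plate cutoff, the mean inhibition of test compounds on that plate plus 3 SD, cut at about 49% in these data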;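 also: 0% = DMSO plus EC80 beta-PEA response and 100% = DMSO alone without agonist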
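Test system: CHO RD-HGA16 cells bearing hTAAR1 | Reagent: β-PEA, EC80 | Compound dosing: 3 µM, single point | Schedule: Dye loading 75 min at 37 °C, then 30 min room temperature | Signal: Calcium fluorescence with Fluo-8 | Evaluation: Percent inhibition of PEA-evoked calcium signal, max/basal emission ratio | Control set: DMSO-only wells and EC80 β-PEA-stimulated wells | Repeats: Singlicate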
CHO parental Ca: ATP-evoked calcium signal inhibitors, parental CHO, primary screen, counter-screen for OX1R antagonist project, cell-based, fluorescence, Fluo-8 calcium dye; parental CHO-K1, ATP-induced calcium, Fluo-8 fluorescence; inhibition, % at 5.6 µM; 330,000 compounds, 0.63% hits;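 active = inhibition above that plate's mean sample inhibition plus 3 SD, cut at about 26% in these data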;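 also: 0% = ATP-challenged DMSO wells and 100% = DMSO wells without ATP; some compounds past the cut are filed as inactive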
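Material: parental CHO cells / Compound: single nominal dose of 5.6 µM per compound / Signal: Fluo-8 fluorescence / Replicates: singlicate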
OXTR potentiator: human OXTR potentiators, primary screen, fluorescence, CHO-OTR cells, Fluo-8 calcium. Fluo-8 calcium fluorescence, potentiator mode; 0% = oxytocin EC15, 100% = EC100. 320,000 compounds, 0.061% hits. Oxytocin receptor (Homo sapiens), P30559. activation, % at 3 µM;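 active = activation above that plate's cutoff, the mean activation of tested compounds plus 3 SD, cut at about 6.6% in these data, passing the limit was not always enough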;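 also: 100% uses oxytocin at 75 nM as the full agonist control; some results filed as inactive read as strong as hits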
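System: human OTR in CHO cells; Also added: sub-maximal oxytocin, roughly EC15; Timing: compound 6 min at room temperature before oxytocin, 100 s read; Technique: Fluo-8 intracellular calcium fluorescence, ex 470-495, em 515-575 nm; Controls: oxytocin EC15 low and EC100 high; Replication: singlicate.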
TAAR1 agonist: human TAAR1 agonists, primary screen, Fluo-8 calcium fluorescence, CHO RD-HGA16 cells; AID 624467, 2012; activation, % at 3 µM; Trace amine-associated receptor 1 (Homo sapiens), Q96RJ0; vehicle wells 0%, saturating PEA agonist 100%; 360,000 compounds, 0.99% hits;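 active = activation above the mean activation of all test compounds in the run plus 3 SD, cut at about 38% in these data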
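test system = CHO RD-HGA16 cells carrying human TAAR1 plus Gα16 | schedule = 17-24 h seeding, 75 min 37 °C dye, 30 min RT | compound dosing = 3 µM single concentration | control set = DMSO and PEA EC100 | replicates = n 1 | signal = Fluo-8 fluorescence, 5 s baseline then 140 s kinetic read | measure = percent activation vs PEA EC100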
CHRM1 agonist: human M1 muscarinic receptor agonists, primary screen, Fluo-8 calcium fluorescence, CHO-K1 cells, HTS; Muscarinic acetylcholine receptor M1 (Homo sapiens), P11229; CHO-K1 hM1, agonist mode; 0% DMSO, 100% acetylcholine EC100; 360,000 compounds, 0.33% hits; AID 588814, 2011; activation, % at 3 µM;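 active = activation above the run's mean compound activation plus 3 SD, cut at about 16% in these data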;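 also: peak over basal fluorescence ratio within a 140 s kinetic read after compound addition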
Starred values were filed as active, the others as inactive; · = not tested or not shown. Rows are unselected. About 3.7% of those tested had a hit in this group.

SMILES | CHRM1 antagonist | CHRM1 PAM | V1R ag counter | OXTR agonist | TAAR1 antag | CHO parental Ca | OXTR potentiator | TAAR1 agonist | CHRM1 agonist
COCCN1C[C@@H](CO)O[C@@H](n2cnc3c(NCc4cc(OC)c(OC)c(OC)c4)ncnc32)C1 | -8 | 3 | · | · | -12 | · | · | 3 | -1
COc1ccc(N=Nc2nc(-c3ccccc3)c(-c3ccccc3)[nH]2)cc1 | -2 | -2 | 0.5 | 0.1 | 36 | -18 | -8 | -2 | -10
Cc1cc(C(F)(F)F)n2[nH]c(=O)c(N=Nc3ccccc3)c2n1 | 0 | 8 | -0.3 | -0.1 | -1 | -5 | 2 | 1 | 3
CC(C)(C)c1ccc(C(=O)NCCCNC(=O)c2cccnc2)cc1 | -13 | 11 | 1.0 | -0.1 | 1 | -11 | 2 | -3 | -7
CC(=O)N1c2ccc(S(=O)(=O)NCC3CCC(C(=O)NC4CCC(C)CC4)CC3)cc2CC1C (stereo not drawn) | 22 | -8 | 2.5 | 2.6 | -5 | -12 | -15 | 1 | -3
COc1ccc(CCNC(=O)c2cnn3c(C(F)F)cc(C)nc23)cc1OC | -4 | 3 | -0.6 | -1.0 | -19 | -19 | -6 | 3 | -2
COC(=O)c1cccc(N(CC(=O)NC2CCCC2)C(=O)CNC(=O)c2cccs2)c1 | -4 | 2 | 1.1 | 0.6 | 11 | -13 | -4 | 2 | -7
N#CCn1c(Cc2ccccc2)nc2ccccc2c1=O | -9 | 4 | · | · | -9 | · | · | 0 | -5
CC/C(=C\c1ccc(N(C)C)cc1)c1ccncc1 | 24 | -14 | · | · | -3 | · | · | 14 | -7
COc1ccc(S(=O)(=O)N(C)C[C@H]2OCc3cnnn3CCCC(=O)N([C@@H](C)CO)C[C@H]2C)cc1 | 4 | -6 | · | · | 2 | · | · | 0 | -7
COc1ccc(NC(=O)c2cccc(-n3cnnn3)c2)cc1 | -6 | 10 | -0.9 | -0.7 | 1 | -5 | -9 | 0 | -6
Cc1cc2ccccc2n2c(SCC(=O)N3CCOCC3)nnc12 | -7 | 7 | 0.6 | 0.7 | 8 | -3 | -3 | 0 | -5
CCOC(=O)C1=C(C)NC(C)=C(C(=O)OCC)C1c1cn(-c2ccccc2)nc1-c1ccco1 | -3 | 6 | 0.4 | -1.9 | -8 | -13 | -6 | -1 | -4
Cc1ccc(NC(=S)NNC(=O)Cn2nc([N+](=O)[O-])cc2C)cc1 | -6 | 8 | 0.3 | 0.0 | · | -1 | -1 | · | 1
CCOC(=O)CSc1cc(=O)n(CC)c2ccccc12 | -17 | 9 | -1.2 | 0.0 | -20 | -9 | -5 | 3 | -2
Cc1cn(CC(=O)NCc2ccccn2)c(=O)[nH]c1=O | -2 | 3 | · | · | -17 | · | · | 4 | -2
Cc1cccc(NC(=O)CCCCC(=O)Nc2cccc(C)c2)c1 | -18 | 14 | 0.5 | -1.7 | -15 | -7 | -8 | 0 | -1
CCN(CC)C(=O)CSc1nc(O)c(Cc2ccccc2)c(=O)n1-c1ccccc1C | -3 | 4 | -0.7 | -0.9 | -23 | -18 | -12 | 1 | -4
CCC1CN(C(=O)NCc2ccc(C)cc2)c2cc(Cl)ccc2O1 (stereo not drawn) | 5 | -10 | · | · | 8 | · | · | -1 | -9
O=C(Nc1ccc(Cl)cc1F)C1CCCN(C2=NS(=O)(=O)c3ccccc32)C1 (stereo not drawn) | 1 | 5 | · | · | -6 | · | · | 0 | -3
O=C(Cn1c(CO)nc2ccccc21)Nc1ccc2c(c1)OCCCO2 | 1 | 3 | 0.6 | 1.0 | 0 | -2 | -2 | 3 | -2
CC(C)OC(=O)Nc1ccc2c(c1)N(C(=O)CCN(C)C)c1ccccc1CC2 | 2 | -10 | 0.8 | 1.2 | -9 | -7 | -7 | 7 | -8
CCn1c(SCC(=O)N2CCCC2)nc2c(c1=O)SC(C)C2 (stereo not drawn) | -17 | 7 | 0.7 | -1.6 | -47 | 3 | 1 | -1 | -4
CCOc1ccccc1NC(=O)CSc1nc2cc(O)ccc2c(=O)n1-c1ccc(OC)c(OC)c1 | 0 | -1 | 5.6 | 3.6 | -22 | -4 | -6 | 16 | 3
CN(C)S(=O)(=O)c1ccc(C(=O)Nc2ccccc2C(=O)O)cc1 | -31 | 8 | 1.2 | -1.7 | 9 | -5 | -9 | 15 | 2
(next part)
SMILES | CHRM1 antagonist | CHRM1 PAM | V1R ag counter | OXTR agonist | TAAR1 antag | CHO parental Ca | OXTR potentiator | TAAR1 agonist | CHRM1 agonist
CC(C)Cn1c(N)c(C(=O)COC(=O)C2CCCCC2)c(=O)n(C)c1=O | 14 | -7 | 13 | 18 | 16 | 16 | -23 | 15 | 0
CC(=O)c1ccccc1OCC(O)CN1CCN(CCN2C(=O)c3cccc4cccc(c34)C2=O)CC1 (stereo not drawn) | 0 | 1 | -0.7 | 0.4 | 27 | -2 | -12 | 6 | -7
Cc1ccc(N2CC(C(=O)NCCS(=O)(=O)N3CCN(c4ccccc4)CC3)CC2=O)cc1 (stereo not drawn) | -19 | 12 | 0.1 | 0.3 | -6 | 6 | 0 | 0 | 0
FC(F)Oc1ccc(NC(=S)NC23CC4CC(CC(C4)C2)C3)cc1 | 18 | -17 | 6.2 | 2.1 | 17 | 8 | -15 | 7 | -6
OC1(Cc2ccn[nH]2)CCCCC1 | · | · | -0.7 | 1.5 | · | -4 | -2 | · | ·
CCOc1ccccc1CN1CCN(C/C=C/c2ccc(OC)cc2)CC1CCO (stereo not drawn) | -1 | -3 | 3.5 | 4.4 | -14 | -10 | -6 | 3 | -7
CCOC(=O)c1cn(CC(=O)Nc2cccc(Cl)c2)nn1 | 2 | -5 | 0.7 | 0.8 | -12 | -2 | -6 | 6 | -1
COc1ccc(-c2nc(-c3cccc([N+](=O)[O-])c3O)cc(=O)o2)cc1OC | -9 | 9 | 1.2 | -0.2 | -14 | -11 | -2 | 3 | -7
CN(C)c1cc(NC(=O)CN2CCOCC2)c2ccccc2n1 | -3 | 13 | 0.5 | 0.9 | · | 2 | 1 | · | 5
CCn1c(COc2cc(C)cc(C)c2)nnc1SCC(=O)N1CCN(c2ccccc2)CC1 | -7 | 12 | -0.1 | -0.6 | -6 | -10 | -1 | 8 | -7
CN1CCN(CC(=O)Nc2ccc(Cl)cc2Cl)CC1 | -12 | 3 | 1.5 | 0.5 | -5 | -12 | -3 | 5 | -9
CC(C)C(NS(=O)(=O)c1ccccc1)C(=O)N1CCCC1 (stereo not drawn) | -9 | -1 | -1.3 | 0.9 | 7 | 1 | -12 | -1 | -4
COc1ccccc1-c1csc(NC(=O)c2ccc(N3C(=O)CCC3=O)cc2)n1 | -2 | 2 | 4.6 | 1.9 | 11 | -7 | -12 | 14 | -6
CCC(C)C(=O)Nc1nc(C)c(-c2csc(Nc3ccc(Cl)cc3)n2)s1 (stereo not drawn) | -5 | 7 | 0.4 | -0.7 | 10 | 3 | -3 | -2 | -5
CCOC(=O)CN1C(=O)CN(c2ccc(C)c(C)c2)C1=O | 1 | -1 | -0.2 | -0.2 | -4 | -3 | -4 | 3 | -5
CCOC(=O)COc1ccc(C)cc1-c1ccno1 | -3 | 4 | -0.5 | -2.0 | -7 | 2 | -10 | 7 | -6
O=C(COC(=O)CNC(=O)c1ccccc1Cl)NC1CC1 | -10 | 9 | 0.0 | 1.0 | 6 | 3 | 1 | -1 | -2
COc1ccc(N(CC(=O)NCCC2=CCCCC2)S(=O)(=O)c2ccccc2F)cc1 | -9 | 2 | -1.5 | -2.3 | -22 | -17 | -16 | -3 | -7
COc1ccc(C2C3=C(CC(C)(C)CC3=O)OC(N)=C2[N+](=O)[O-])cc1 (stereo not drawn) | -7 | 8 | 0.2 | -0.5 | 2 | -7 | 5 | 8 | -6
Cc1c(-n2cc(C(=O)c3cc(Br)ccc3O)cc(C#N)c2=O)c(=O)n(-c2ccccc2)n1C | -8 | 7 | 5.2 | 1.8 | 5 | -21 | -12 | 10 | -5
CCC(=O)N1CCN(CCN=CC2=C(O)CC(c3cccs3)CC2=O)CC1 (stereo not drawn) | -13 | 9 | 1.2 | -0.2 | -7 | -11 | 4 | 5 | -9
CC(C)(C)c1ccc(C(=O)NCCOc2ccccc2)cc1 | -23 | 10 | -0.7 | -1.8 | 5 | -5 | -4 | -1 | -8
CCCN(C(=O)C(=O)Nc1ccc2nc3n(c(=O)c2c1)CCCCC3)c1ccc(OCC)cc1 | -15 | 0 | 1.2 | -1.1 | 28 | -13 | -19 | 6 | -3
C/C(CC(=O)Nc1cccc2c1CCCC2)=N\NC(=O)COc1ccccc1 | 10 | -7 | 0.5 | -2.1 | -6 | -34 | -6 | -1 | -6
Cc1cc2c(cc1C)NC(c1nc3ccccc3[nH]1)C1=C(CC(C)(C)CC1=O)N2 (stereo not drawn) | -9 | 9 | -0.7 | -0.9 | -2 | -14 | -4 | 3 | 0
CCCCN(C(=O)CNC(=O)c1ccco1)C(C(=O)NC1CCCCC1)c1cccnc1 (stereo not drawn) | -6 | 5 | -0.3 | -1.0 | -1 | -13 | -9 | 1 | -1
CCOc1ccc(C(C)NC(=O)c2cc(=O)[nH]c3ccccc23)cc1OCC (stereo not drawn) | -10 | 10 | -0.1 | 0.6 | 7 | -10 | -5 | 3 | -5

Three of these compounds in another layout:
Screens in order – CHRM1 antagonist	CHRM1 PAM	V1R ag counter	OXTR agonist	TAAR1 antag	CHO parental Ca	OXTR potentiator	TAAR1 agonist	CHRM1 agonist
> COc1ccccc1-c1csc(NC(=O)c2ccc(N3C(=O)CCC3=O)cc2)n1
 : -2	2	4.6	1.9	11	-7	-12	14	-6
> CCOC(=O)COc1ccc(C)cc1-c1ccno1
 : -3	4	-0.5	-2.0	-7	2	-10	7	-6
> CCn1c(COc2cc(C)cc(C)c2)nnc1SCC(=O)N1CCN(c2ccccc2)CC1
 : -7	12	-0.1	-0.6	-6	-10	-1	8	-7
